S1P3 antagonist: S1P3 (human) receptor antagonism. Q99500. CHO S1P3 NFAT-BLA reporter, FRET fluorescence, antagonist mode. inhibition, % at 4.98 µM. 170,000 tested, 0.27% active;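 active = inhibition above the plate cutoff, the mean inhibition of test wells on that plate plus 3 SD, cut at about 28% in these data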;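 note: cells challenged with S1P at its EC80 of 0.8 µM; blue over green emission ratio from cleaved BLA substrate after 4 h stimulation; 0% = S1P-stimulated wells and 100% = unstimulated DMSO-only wells; some compounds past the cut are filed as inactive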
Target sequence (Q99500 whole entry, looked up): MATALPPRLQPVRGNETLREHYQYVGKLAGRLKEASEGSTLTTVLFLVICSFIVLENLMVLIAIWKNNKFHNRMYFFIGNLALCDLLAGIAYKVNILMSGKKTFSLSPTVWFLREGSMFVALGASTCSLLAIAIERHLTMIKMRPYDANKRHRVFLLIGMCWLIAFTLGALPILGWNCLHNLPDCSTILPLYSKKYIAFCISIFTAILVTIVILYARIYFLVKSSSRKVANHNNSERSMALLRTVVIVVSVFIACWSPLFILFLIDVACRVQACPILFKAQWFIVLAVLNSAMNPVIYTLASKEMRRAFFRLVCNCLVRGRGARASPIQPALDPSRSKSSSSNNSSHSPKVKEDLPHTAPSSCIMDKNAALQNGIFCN
PPARg SRC2 recr: PPARgamma-driven SRC-2 recruitment agonism. PPARgamma LBD-SRC-2 recruitment, biochemical. activation, % at 8 µM. 200,000 tested, 0.34% active; in the data active = activation above about 22%;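 note: 0% = vehicle and 100% = reference agonist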
DTT redox prof: compounds producing H2O2 with reducing agent – biochemical, NIH compound library profiling, artefact control for MLSCN library redox annotation, primary screen. 200,000 tested, 0.03% active. activation, % at 10 µM. DTT-dependent redox cycling H2O2, phenol red/HRP absorbance; 100% = 100 µM peroxide control, 0% = buffer;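 active = activation of at least 50% relative to the plate's high and low controls in the primary single-dose screen; inactive = activation below 50%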;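 note: compound incubated with DTT at 0.8 mM final as the reducing agent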
L major viab: reduces viability of Leishmania major promastigotes; resazurin fluorescence viability; inhibition, % at 10 µM; 200,000 tested, 9% active; AID 1063; in the data active = inhibition above about 50%;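 note: promastigotes grown with compound for 44 hours at 28 °C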
ROMK primary: human ROMK K+ channel modulation, primary screen. 130,000 tested, 2% active. P48048. Tet-inducible ROMK, thallium flux fluorescence; actives lie on both sides. B-score at 10 µM;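 active = signal ratio slope over the read window, or its plate-corrected B-score, at least 3 SD from the plate mean, either direction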;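 note: B-score of the F/F0 ratio slope over 7 to 12 s after thallium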
Target sequence (P48048 whole entry, looked up): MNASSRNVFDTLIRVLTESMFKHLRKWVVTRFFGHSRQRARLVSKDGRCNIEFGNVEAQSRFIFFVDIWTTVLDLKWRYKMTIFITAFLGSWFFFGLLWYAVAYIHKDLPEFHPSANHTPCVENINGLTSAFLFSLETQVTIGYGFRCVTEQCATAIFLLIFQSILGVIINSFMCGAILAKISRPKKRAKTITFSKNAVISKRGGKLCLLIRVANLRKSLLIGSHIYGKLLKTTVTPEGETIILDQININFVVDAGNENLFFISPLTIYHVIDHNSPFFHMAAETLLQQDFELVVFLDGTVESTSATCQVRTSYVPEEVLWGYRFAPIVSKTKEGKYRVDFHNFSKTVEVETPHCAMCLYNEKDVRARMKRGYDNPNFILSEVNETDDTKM
bIAP act: intestinal alkaline phosphatase (bovine) activation; 200,000 tested, 0.17% active; AID 1016; activation factor at 20 µM; purified bovine IAP, CDP-star luminescence, 30 min; stronger effect = higher value; fold of DMSO-control signal, blank-subtracted;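 active = activation factor of 2 or more at 20 µM, a signal rise over negative controls twice the positive control's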
bIAP inh: intestinal alkaline phosphatase (bovine) inhibition. 190,000 tested, under 10 active. AID 1019. purified bovine IAP, CDP-star luminescence, 30 min. inhibition, % at 20 µM;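 active = over 50% inhibition of intestinal alkaline phosphatase at 20 µM in the single-dose screen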
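Incubation: 30 min reaction at room temperature / Material: purified bovine intestinal alkaline phosphatase (IAP) enzyme / Input: enzyme at 1/65,000,000 dilution / Dosing: 20 µM single dose / Signal: CDP-star luminescence signal / Reagent: CDP-star chemiluminescent phosphatase substrate, 30 µM final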
PPARg SRC3 recr: agonists of human PPARgamma SRC-3 coactivator recruitment. P37231. biochemical PPARgamma/SRC-3 coactivator recruitment assay. activation, % at 8 µM. 200,000 tested, 0.26% active. AID 731; in the data active = activation above about 23%;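 note: 0% = DMSO and 100% = reference agonist; some compounds past the cut are filed as inactive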
PPARg SRC-1 ag: agonists of human PPARgamma SRC-1 coactivator recruitment | P37231 | PPARgamma-SRC-1 coactivator recruitment biochemical assay | activation, % at 8 µM | 200,000 tested, 0.41% active; in the data active = activation above about 19%;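 note: 0% = DMSO and 100% = reference agonist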
TLR4 MyD88 comp: TLR4-MyD88 interaction inhibition in cells; HeLa CL3-4 TLR4/MyD88 BLA complementation, FRET ratio; inhibition, % at 8.4 µM; 200,000 tested, 0.18% active; AID 861; in the data active = inhibition above about 25%;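 note: 0% = vehicle and 100% = reference inhibitor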
SRC2 TRFRET art: counter-screen for PPARgamma SRC-2 recruitment agonists: TR-FRET artefact | 200,000 tested, 0.4% active | stronger effect = higher value | AID 1049 | TR-FRET ratio at 8 µM; in the data active = TR-FRET ratio above about 2000; note: inactives centre near 1500; reference of the scale not given here
The depositor's hits bear a star; / = no result given. Outcome played no part in choosing rows. About 11% of those tested had a hit in this group.

SMILES	S1P3 antagonist	PPARg SRC2 recr	DTT redox prof	L major viab	ROMK primary	bIAP act	bIAP inh	PPARg SRC3 recr	PPARg SRC-1 ag	TLR4 MyD88 comp	SRC2 TRFRET art
COc1cc(C)c(Cl)cc1S(=O)(=O)NCc1ccncc1	10	4	0.6	1	-1.4	0.9	8	-5	6	-11	1670
CC(C)(C)c1cc(Cl)c(O)c(NC(=S)NC(=O)c2cccnc2)c1	-5	7	-0.2	-8	0.62	0.7	33	0	4	-9	1772
CSc1nc(C)c(Oc2ccccc2)c(=O)n1C	-32	8	0.7	-2	0.15	0.9	11	10	1	3	1563
COCc1cc(=O)n2[nH]c(SC)nc2n1	5	-3	-1.5	-7	0.74	0.9	6	-9	4	5	1517
CC(=O)c1ccc(NC(=O)COC(=O)c2ccccc2Nc2ccccc2)cc1	-4	2	0.5	10	/	0.8	16	1	0	6	1425
O=c1c2cnn(-c3ccccc3)c2ncn1Cc1cccc(Cl)c1	-7	5	0.8	-10	/	0.9	9	-2	2	-7	1601
CNC(=O)C(=O)NCC1OCCN1S(=O)(=O)c1ccc2c(c1)OCCO2 (stereo not drawn)	-5	-4	-0.7	-2	-0.31	1	-1	6	-1	4	1561
Cc1c(C(=O)/C=C/c2cccs2)oc2ccc(F)cc12	/	14	1.1	4	0.54	0.8	21	24	28*	-11	2116*
Cc1ccc(-c2noc(CSc3nnc(Cc4ccccc4)n3-c3ccc(Cl)cc3)n2)cc1	/	1	0.2	20	/	0.9	11	6	-2	-7	1418
CCc1cc2c(cc3c(=O)n(CC(=O)NCCCN(CC)CC)nc(CC)n32)s1	/	13	0.1	92*	-0.1	1.2	-21	8	-1	-8	1633
O=C(c1ccco1)c1cn(CC(=O)N2CCCC2)c2ccccc12	-11	-1	-0.4	-2	-0.054	0.9	9	0	-1	-3	1642
CCOC(=O)c1c(/N=C/N(C)C)sc(C(=O)OC)c1C	/	-2	-0.2	-2	-0.46	1	5	6	8	-9	1503
CC1CN(C(NC(=O)c2ccccc2)C(Cl)(Cl)Cl)CC(C)O1 (stereo not drawn)	-6	-3	-1.5	5	/	1	1	-1	-4	8	1412
O=C(OC1CCN(c2ncc(C(F)(F)F)cc2Cl)CC1)c1ccccc1	/	-4	1.9	-4	/	0.9	10	-4	1	-1	1572
COc1cc2ncnc(NCc3ccc(C)cc3)c2cc1OC	/	11	0.4	11	/	1	2	8	2	-14	1660

Three entries picked at random from the list so far:
SMILES	S1P3 antagonist	PPARg SRC2 recr	DTT redox prof	L major viab	ROMK primary	bIAP act	bIAP inh	PPARg SRC3 recr	PPARg SRC-1 ag	TLR4 MyD88 comp	SRC2 TRFRET art
O=C(OC1CCN(c2ncc(C(F)(F)F)cc2Cl)CC1)c1ccccc1	/	-4	1.9	-4	/	0.9	10	-4	1	-1	1572
CC1CN(C(NC(=O)c2ccccc2)C(Cl)(Cl)Cl)CC(C)O1 (stereo not drawn)	-6	-3	-1.5	5	/	1	1	-1	-4	8	1412
CSc1nc(C)c(Oc2ccccc2)c(=O)n1C	-32	8	0.7	-2	0.15	0.9	11	10	1	3	1563

New compounds follow
SMILES	S1P3 antagonist	PPARg SRC2 recr	DTT redox prof	L major viab	ROMK primary	bIAP act	bIAP inh	PPARg SRC3 recr	PPARg SRC-1 ag	TLR4 MyD88 comp	SRC2 TRFRET art
C#CCOCCOCCOCCNc1nc(N2CCN(C(=O)[C@H](Cc3ccc(O)cc3)n3cc([C@@H](N)C(C)CC)nn3)CC2)nc(N2CCN(C(=O)[C@H](CCCCN)n3cc([C@@H](N)CO)nn3)CC2)n1 (stereo partly drawn)	-16	2	-0.8	-3	/	1.2	-19	2	2	5	1453
COc1cccc(NC(=O)c2ccc(S(=O)(=O)N(C)C)cc2)c1	-22	2	-0.9	-7	-0.46	0.9	14	-1	1	-12	1632
CCCn1c(/C=C/c2ccco2)nc2ccccc21	-24	0	0.5	44	/	0.9	9	2	-3	0	1404
CCOC(=O)c1ccc(NC(=O)CC2C(=O)N(c3cccc(OC)c3)C(=O)N2CCOC)cc1 (stereo not drawn)	-3	-3	2.9	2	/	1	0	-15	-1	6	1302
COc1ccc(C)cc1NC(=O)C(NC(=O)c1cc(OC)c(OC)c(OC)c1)C(C)C (stereo not drawn)	-15	-1	-0.3	22	0.026	1	-5	-6	0	8	1580
Cc1nnsc1C(=O)Nc1cccc(Cl)c1C	-2	-8	-0.1	-7	-0.35	1.2	-17	-1	-4	7	1325
COc1ccccc1NS(=O)(=O)c1ccc(NC(=O)Cc2cccs2)cc1	6	2	0.1	2	-1.5	0.9	7	-2	-6	-10	1505
O=C(NCCNc1ccc([N+](=O)[O-])cc1)c1ccc(Cl)cc1	1	-8	-0.2	35	0.19	0.9	10	1	-7	6	1553
CCc1ccc(-c2cc(C(F)(F)F)n3nc(C(=O)Nc4c(C)nn(Cc5ccccc5C)c4C)cc3n2)s1	/	5	-1.1	16	0.75	1	0	19	6	13	1703
Cc1cc(C)nc(SCc2ccc(C(=O)N/N=C/c3ccccn3)cc2)n1	-21	-7	0.1	91*	-13*	1.3	-30	-7	-5	-15	1540
Cc1nc2ccc(S(=O)(=O)NC(C(=O)N3CCCCCC3)C(C)C)cc2s1 (stereo not drawn)	-8	3	-2.1	-3	/	1	0	7	1	-10	1685
CC1(C)CN(O)CCN1O	-3	-2	0.7	-5	0.19	0.9	8	2	0	8	1462
CCCC(=O)NC(=S)Nc1ccccc1C(=O)OC	/	2	-3.2	-6	/	1	-1	2	-5	-9	1573
C=C(C)CSc1nncn1/N=C/c1ccc(OC)cc1	6	1	1.8	-7	-0.77	1.1	-6	-4	8	-9	1516
O=C(Nc1nccs1)c1ccc(NC(=O)C2CC=CCC2C(=O)O)cc1 (stereo not drawn)	-5	1	0.2	-7	0.11	1.1	-7	-2	1	-6	1521

Structures above that bear a hit mark in ROMK primary.
compound,S1P3 antagonist,PPARg SRC2 recr,DTT redox prof,ROMK primary,bIAP act,bIAP inh,PPARg SRC3 recr,PPARg SRC-1 ag,TLR4 MyD88 comp
Cc1cc(C)nc(SCc2ccc(C(=O)N/N=C/c3ccccn3)cc2)n1,-21,-7,0.1,-13*,1.3,-30,-7,-5,-15

(further entries)
SMILES	S1P3 antagonist	PPARg SRC2 recr	DTT redox prof	L major viab	ROMK primary	bIAP act	bIAP inh	PPARg SRC3 recr	PPARg SRC-1 ag	TLR4 MyD88 comp	SRC2 TRFRET art
CS/C(=C\[N+](=O)[O-])Nc1ccccc1	/	-8	0.2	8	-0.46	0.9	14	-9	-4	5	1404
Cc1cc(C)nc(SCC(=O)Nc2ccc(N3CCOCC3)cc2)n1	-28	2	-2.9	-3	/	1	0	7	1	-6	1650
CCCC(=O)NCCc1nc2ccccc2n1C	/	8	-1.6	-8	0.014	1	-2	3	-1	6	1413
COc1ccc(Cn2c(=O)[nH]c3cc(C(=O)NCCCN4CCCCCC4)ccc3c2=O)cc1	-7	10	0.0	-7	-1.1	1	-2	1	8	11	1525
Cc1csc(NC(=O)CSc2nnc(-c3cc(C)on3)o2)n1	10	-3	-0.2	8	0.1	0.9	12	-1	-1	3	1513
O=C(O)/C=C/C(=O)Nc1ccccc1SC(F)(F)C(F)(F)C(F)(F)F	-20	-1	-2.9	-9	0.0028	1	-2	4	4	-18	1726
Cc1ccc(C(=O)N[C@H](C(=O)OCC(=O)NC2CCS(=O)(=O)C2)C(C)C)cc1 (stereo partly drawn)	7	-11	-0.1	-1	0.98	1	-4	-5	-3	-1	1356
CC1CCN(S(=O)(=O)c2ccc3[nH]c(=O)cc(C(=O)O)c3c2)CC1	/	-9	2.6	-4	/	0.9	9	-3	-8	-1	1358
COc1cccc(C2Cc3ccccc3C(=O)O2)c1 (stereo not drawn)	-2	0	-0.3	-6	-0.46	1	2	-4	2	-17	1572
COC(=O)c1c(NC(=O)c2cccnc2)sc(C(=O)N(C)C)c1C	2	0	0.1	-1	/	1.2	-17	4	1	7	1633
C#CCN(C)CC/C=C1\c2ccccc2CSc2ccccc21	/	0	1.4	65*	0.52	1.1	-5	-5	6	0	1388
CN1C(=O)C(O)(C2OC(C)(C)CCC2=O)c2ccccc21 (stereo not drawn)	/	5	0.3	-7	0.088	1	4	1	1	-5	1538
O=C(CCCN1C(=O)CCC1=O)Nc1ccc(Cl)c(C(F)(F)F)c1	-8	5	0.5	-9	-1.2	1	0	3	-2	11	1484
CC(C)n1cnc2cc(NCc3nc4ccccc4n3C)ccc21	11	10	-0.1	-2	0.24	0.9	6	2	8	-1	1699
CC(C)Oc1cccc(C(=O)C2CCCN(C(=O)c3ccsc3)C2)c1 (stereo not drawn)	12	-1	0.8	3	-1	1.1	-5	-2	4	1	1665
CCOc1cc(NC(=O)CCl)c(OCC)cc1NC(C)=O	5	0	12	6	-0.44	0.9	10	-2	3	-5	1555
Cc1nn(C)c(C(=O)Nc2ccc(Br)cc2F)c1Br	-6	8	-0.3	-3	-0.83	0.9	7	1	9	9	1594
Cc1ccc(-n2nnnc2-c2cnoc2-c2cccc(F)c2)cc1	/	7	-0.2	-6	0.039	0.9	10	-9	2	6	1692
Cc1coc2c(C)c3oc(=O)c4c(c3cc12)CCC4	23	-1	1.0	-1	0.0098	/	/	4	-9	0	1594
O=C(CCn1nc(-c2ccccc2)c2ccccc2c1=O)NN1CCOCC1	9	7	-0.4	-2	1.3	1	-1	1	2	7	1452
CC(Sc1nc2ccccc2n1C)C(=O)Nc1ccc(N2CCOCC2)cc1 (stereo not drawn)	-9	-2	-0.9	4	2.1	1	1	2	9	-11	1561
COc1ccc(CNC(=O)c2coc(=O)c3ccccc23)c(OC)c1	-6	5	-2.5	-12	-0.073	1	4	5	10	4	1652
Cc1cc(=O)[nH]c(SCC(=O)Nc2ccc(S(=O)(=O)N3CCCCC3)cc2)n1	-36	6	0.2	-14	0.25	1.1	-11	-13	-3	5	1360
Cc1cc2cc(C)c3nnc(SCc4ccccn4)n3c2cc1C	-8	11	0.5	2	/	1.1	-7	-1	5	5	1765
O=C(NCCCN1CCOCC1)C1CCC(=O)N1C1CCCCC1 (stereo not drawn)	/	5	0.2	-3	/	0.9	9	2	4	1	1518
CCOC(=O)COc1ccc(S(=O)(=O)Nc2ccc3c(c2)OCO3)cc1	6	-1	-0.3	-4	/	0.9	6	-10	-3	14	1383
O=C(CN1CCN(c2ncc(C(F)(F)F)cc2Cl)CC1)Nc1ccc2c(c1)OCO2	9	1	1.9	-4	0.4	1	4	-7	5	-7	1495
O=C(O)c1cccc(-n2cccc2/C=C2/NC(=O)N(Cc3ccccc3F)C2=O)c1	1	-3	0.8	-4	-0.3	1.1	-10	5	7	5	1539
CCCn1c(C)cc(/C=C(\C#N)C(=O)OCC(=O)Nc2ccc(OC)c(Cl)c2)c1C	92*	5	-0.4	2	/	1.1	-9	12	7	-16	1517
CCc1ccc(N/C(SC)=C(/C#N)C(N)=O)cc1	/	9	-0.5	-6	-0.75	1	1	1	9	-6	1483
Nc1c(C(=O)NC2CCCCC2)nsc1C(=O)OCC(=O)NC1CCCCC1	1	2	-1.1	-4	-1.1	0.9	10	4	5	-7	1579
O=S(=O)(NCc1cccc(C(F)(F)F)c1)NCc1ccccc1F	1	0	-0.8	-5	/	1.1	-9	-3	3	-12	1524
COc1ccc(-c2noc(COc3ccc4c(c3)OCO4)n2)cc1OC	2	4	0.4	-2	0.37	1.1	-11	11	1	5	1570

Screening results (PubChem)
